ZTA counter – counter-screen for EBNA-1 inhibitors: inhibitors of Epstein-Barr virus ZTA | ZTA-DNA binding, fluorescence polarization | inhibition, % at 11 µM | hit rate 0.15% among 320,000; in the data active = inhibition above about 33%
Target sequence (P03206 whole entry, looked up): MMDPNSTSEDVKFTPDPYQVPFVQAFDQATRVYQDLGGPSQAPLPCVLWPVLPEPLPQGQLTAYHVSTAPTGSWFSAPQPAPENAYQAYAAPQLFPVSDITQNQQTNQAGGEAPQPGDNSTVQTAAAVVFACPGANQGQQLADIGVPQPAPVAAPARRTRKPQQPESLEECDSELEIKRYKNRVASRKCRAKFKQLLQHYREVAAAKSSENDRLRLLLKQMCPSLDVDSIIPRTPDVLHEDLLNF
PAD4 inh – human PAD4 inhibitors, primary screen, biochemical, fluorescence polarization, 1536-well format. Protein-arginine deiminase type-4 (Homo sapiens), Q9UM07. inhibition, % at 6.36 µM. recombinant PAD4, RCA probe fluorescence polarization. AID 485272, 2010. hit rate 0.41% among 330,000;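 active = percent inhibition above a cutoff equal to the mean of all tested compounds plus 3 SD, cut at about 15% in these data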;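 also: 0% = PAD4 with RCA probe and DMSO and 100% = probe without PAD4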
LYPLA1 counter – LYPLA1 inhibitors, primary screen, counter-screen for PME1 inhibitor project, biochemical, fluorescence polarization, FP-Rh probe ABPP; hit rate 0.16% among 320,000; Acyl-protein thioesterase 1 (Homo sapiens), O75608; recombinant LYPLA1; inhibition, % at 5.9 µM;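 active = inhibition above the mean of all tested compounds plus 3 SD, set per campaign, cut at about 14% in these data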;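 also: inhibitors block serine hydrolase probe labeling of LYPLA1 so polarization falls; 0% = enzyme with DMSO and 100% = wells lacking LYPLA1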
Target sequence (O75608 whole entry, looked up): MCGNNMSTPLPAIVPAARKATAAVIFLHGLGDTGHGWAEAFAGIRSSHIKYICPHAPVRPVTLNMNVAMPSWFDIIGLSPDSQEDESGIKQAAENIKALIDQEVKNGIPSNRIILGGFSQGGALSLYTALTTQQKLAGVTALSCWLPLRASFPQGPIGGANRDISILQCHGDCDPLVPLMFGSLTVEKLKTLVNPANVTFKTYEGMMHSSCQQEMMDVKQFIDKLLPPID
PAFAH2 inh – PAFAH2 enzyme inhibitors, primary screen, biochemical, fluorescence polarization, human | inhibition, % at 3.39 µM | Platelet-activating factor acetylhydrolase 2, cytoplasmic (Homo sapiens), Q99487 | recombinant PAFAH2, FP-rhodamine activity probe | hit rate 0.99% among 340,000 | AID 492956, 2010;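 active = inhibition above the mean over all tested compounds plus 3 SD, cut at about 30% in these data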;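 also: inhibitors block probe labeling of enzyme so polarization drops; 0% = enzyme with DMSO and 100% = wells lacking PAFAH2 protein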
LYPLA2 inh – LYPLA2 inhibitors, primary screen, counter-screen for PME1 inhibitor project, biochemical, fluorescence polarization, FP-Rh probe ABPP; recombinant LYPLA2; Acyl-protein thioesterase 2 (Homo sapiens), O95372; hit rate 0.38% among 320,000; inhibition, % at 5.9 µM; AID 2177, 2009;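 active = inhibition above the screen-wide mean plus 3 SD, limit set per campaign, cut at about 26% in these data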;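 also: 0% = LYPLA2 with DMSO and 100% = wells lacking LYPLA2 enzyme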
Target sequence (O95372 whole entry, looked up): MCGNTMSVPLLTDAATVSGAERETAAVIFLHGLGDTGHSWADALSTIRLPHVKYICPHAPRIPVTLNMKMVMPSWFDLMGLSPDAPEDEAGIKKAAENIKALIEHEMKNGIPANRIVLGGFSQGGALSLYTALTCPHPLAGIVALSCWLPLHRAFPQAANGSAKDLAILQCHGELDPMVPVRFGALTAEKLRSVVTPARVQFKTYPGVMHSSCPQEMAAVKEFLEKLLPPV
EBNA-1 inh – EBNA-1 DNA-binding inhibitors, primary screen, biochemical, fluorescence polarization | inhibition, % at 14.8 µM | hit rate 0.34% among 300,000; in the data active = inhibition above about 28%
PAFAH1B3 FP inh – PAFAH1B3 enzyme inhibitors, primary screen, biochemical, fluorescence polarization, human; Platelet-activating factor acetylhydrolase IB subunit alpha1 (Homo sapiens), Q15102; recombinant PAFAH1B3, FP-rhodamine probe; inhibition, % at 3.39 µM; hit rate 0.28% among 340,000;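 active = inhibition above the screen-wide average of all tested compounds plus 3 SD, cut at about 25% in these data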;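 also: 0% = enzyme with DMSO only and 100% = wells lacking PAFAH1B3 protein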
PREPL inh – PREPL enzyme inhibitors, primary screen, biochemical, fluorescence polarization. inhibition, % at 5.96 µM. hit rate 0.68% among 320,000. AID 2751, 2010. Prolyl endopeptidase-like (Homo sapiens), Q4J6C6. recombinant PREPL, fluorescence polarization activity-based probe; in the data active = inhibition above about 43%;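 also: 0% = enzyme with DMSO and 100% = wells lacking enzyme; many of its hits are not listed in these tables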
GSTO1 inh – inhibitors of recombinant GSTO1, primary screen, counter-screen for RBBP9 inhibitor project, biochemical, fluorescence polarization. hit rate 1.1% among 300,000. inhibition, % at 5.96 µM. AID 1974, 2009. activity-based probe fluorescence polarization. Glutathione S-transferase omega-1 (Homo sapiens), P78417;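 active = inhibition above the campaign mean inhibition plus 3 SD, cut at about 35% in these data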;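 also: 0% = GSTO1-1 with DMSO and 100% = wells lacking GSTO1-1 enzyme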
Target sequence (P78417 whole entry, looked up): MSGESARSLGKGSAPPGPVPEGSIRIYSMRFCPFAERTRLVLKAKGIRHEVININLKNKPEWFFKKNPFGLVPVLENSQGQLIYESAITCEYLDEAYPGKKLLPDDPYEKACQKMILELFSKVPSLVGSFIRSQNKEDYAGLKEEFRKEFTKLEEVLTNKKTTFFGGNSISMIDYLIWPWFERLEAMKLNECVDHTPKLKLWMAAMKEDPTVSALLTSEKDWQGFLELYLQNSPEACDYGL
Starred values were filed as active, the others as inactive; . = not tested or not shown. Not all compounds are listed, so the mix of outcomes need not match the whole.

structure	ZTA counter	PAD4 inh	LYPLA1 counter	PAFAH2 inh	LYPLA2 inh	EBNA-1 inh	PAFAH1B3 FP inh	PREPL inh	GSTO1 inh
O=S(=O)(c1ccc(Cl)nc1)N1CCC(Cc2ccccc2)CC1	.	-1	.	-1	.	.	2	1	.
Cc1noc(C)c1S(=O)(=O)N(C)Cc1ccccc1	-8	-2	-2	1	0	-1	2	3	-3
Cc1ccc(S(=O)(=O)N2CCOCC2)cc1C(=O)NCc1cn2ccsc2n1	1	-1	0	3	-3	-1	-2	3	-5
Cc1ccc(Sc2c(C=O)c3ccccc3n2C)cc1	-3	-1	0	-1	3	-1	4	16	5
Cc1ccccc1/C=N/NC(=O)CSc1nc2ccccc2o1	-1	-2	0	-4	1	8	-13	-13	4
O=C(O)c1ccccc1OCCOCCOc1ccccc1C(=O)O	-18	-4	-1	-15	-3	-6	-3	1	0
COc1ccc(NS(=O)(=O)c2cc(NC(=O)c3cccc(OCc4c(C)noc4C)c3)ccc2OC)cc1	-1	-7	-33	-37	-46	-6	-21	-7	-22
O=C(CSc1cccc[n+]1[O-])Nc1ccc(Br)cc1Br	.	-5	.	-2	.	.	3	3	.
CN(C)C(=O)CCC(=O)N1CCCC(C(=O)c2ccc3c4c(cccc24)CC3)C1 (configuration not stated)	-2	-5	1	6	9	2	2	15	6
COc1ccc(-c2c(-c3ccc(OC)cc3O)nc(C)nc2C(F)(F)F)cc1	19	4	-5	-6	-3	1	7	3	-3
COc1ccc(CNS(=O)(=O)c2cc(-c3cc(C)no3)ccc2C)cc1OC	-1	-2	-4	-2	-1	-3	0	10	2
CSc1ccc(/C=N/NC(=O)CNc2cccc3ccccc23)cc1	-25	0	-1	5	8	-9	1	9	1

(list continues)
structure	ZTA counter	PAD4 inh	LYPLA1 counter	PAFAH2 inh	LYPLA2 inh	EBNA-1 inh	PAFAH1B3 FP inh	PREPL inh	GSTO1 inh
Cc1ncsc1C(=O)Nc1nc2c(s1)CC(C)CC2 (configuration not stated)	-23	1	-3	3	8	1	6	4	-1
O=C(N/N=C/c1c[nH]c2ccccc12)c1sc2ccccc2c1Cl	-11	-1	-8	14	0	6	12	36	-25
NNC(=S)NC1CC2CC1C1C=CCC21 (configuration not stated)	-2	0	1	0	-2	4	13	13	9
COC(=O)c1cc(NS(=O)(=O)c2ccc3c(c2)c(=O)n(C)c(=O)n3C)cc(C(=O)OC)c1	-4	-1	-3	-2	6	-10	-1	-2	-3
O=[N+]([O-])c1cccc(/C=N/NS(=O)(=O)c2ccccc2)c1	1	-5	-3	2	5	5	-3	-4	-1
COc1ccc(S(=O)(=O)N(Cc2ccccc2)Cc2nc(-c3ccccc3)no2)cc1	-15	-7	3	-8	5	9	0	-5	6
Cn1c(SCC(=O)NN2C(=O)NC(C)(c3ccccc3)C2=O)nnc1-c1ccncc1 (configuration not stated)	.	4	.	-1	.	.	10	17	.
O=c1c2cc(N3CCOCC3)ccc2[nH]c(=S)n1Cc1ccco1	-8	-2	2	9	6	-1	2	22	21
Cc1ccc(N(C(=O)c2csnn2)C(C(=O)NC(C)(C)C)c2ccncc2)cc1 (configuration not stated)	-9	1	1	2	4	-12	5	16	4
CC1CCN(C(=O)COC(=O)c2ccc(F)c(S(=O)(=O)N3CCOCC3)c2)CC1	15	-2	-4	6	2	5	1	2	-2
COC(=O)C(C)(C(=O)OC)c1ccc(C(F)(F)F)cc1[N+](=O)[O-]	22	-3	2	0	-2	1	7	13	-3
CSCCC(NC(=O)c1ccco1)C(=O)NCC1CCCO1 (configuration not stated)	-2	-5	-2	-2	-4	.	3	13	.

4 compounds out of the list above, ordered by the value under PAFAH2 inh, falling:
SMILES | PAD4 inh | PAFAH2 inh | EBNA-1 inh | PAFAH1B3 FP inh | PREPL inh
Cc1noc(C)c1S(=O)(=O)N(C)Cc1ccccc1 | -2 | 1 | -1 | 2 | 3
COC(=O)C(C)(C(=O)OC)c1ccc(C(F)(F)F)cc1[N+](=O)[O-] | -3 | 0 | 1 | 7 | 13
O=C(CSc1cccc[n+]1[O-])Nc1ccc(Br)cc1Br | -5 | -2 | . | 3 | 3
O=C(O)c1ccccc1OCCOCCOc1ccccc1C(=O)O | -4 | -15 | -6 | -3 | 1

Next entries.
structure	ZTA counter	PAD4 inh	LYPLA1 counter	PAFAH2 inh	LYPLA2 inh	EBNA-1 inh	PAFAH1B3 FP inh	PREPL inh	GSTO1 inh
COCCNC(=O)NC(=O)COC(=O)c1cccn1C	10	-1	4	-1	3	4	12	3	0
Cc1cc2cc(CN(Cc3cccs3)Cc3nnnn3CC3CCCO3)c(=O)[nH]c2cc1C (configuration not stated)	5	1	-3	5	-1	1	1	-5	2
CCCc1nnc(SCC(=O)N2CCCCC2C)n1CC (configuration not stated)	14	0	-6	1	-9	1	-3	-6	5
Cc1ccc(C(OCCN(C)C)c2cccc(C(F)(F)F)c2)cc1 (configuration not stated)	2	-4	-3	4	-2	-2	1	-37	0
CC(=O)Nc1ccc(C(=O)CCl)cc1	-8	-9	0	3	-4	.	4	7	.
O=C(O)c1ccc2c(c1)N(Cc1cccc(F)c1)C(=O)CS2	12	-5	3	4	-2	6	5	-1	3
O=C(Nc1ccc(Cl)cn1)c1ccc(-c2ccc(Cl)c(Cl)c2)o1	-8	-1	0	-15	0	17	-3	5	-7
CN1CCN(c2ccc(S(=O)(=O)N3CCCCC3)cc2NC(=O)CSCc2ccccc2)CC1	2	-3	-1	7	-4	-2	-8	20	-1
NC(=O)C1CCN(C(=O)CCSCc2ccc(Cl)c(Cl)c2)CC1	-6	-6	-1	13	2	4	6	12	-2
O=C(CSc1ccccc1)Nc1cc(S(=O)(=O)N2CCOCC2)ccc1N1CCOCC1	-7	-5	1	3	8	-2	4	6	5
O=C(O)C(CC1CCCCC1)N1CCS(=O)(=O)CC1 (configuration not stated)	-5	-1	1	-1	-2	0	-3	3	10
COc1ccc(-c2nc(CS(=O)CC(=O)N3CCN(C)CC3)c(C)o2)cc1 (configuration not stated)	-15	0	6	5	8	-4	-1	2	4

Next section:
structure	ZTA counter	PAD4 inh	LYPLA1 counter	PAFAH2 inh	LYPLA2 inh	EBNA-1 inh	PAFAH1B3 FP inh	PREPL inh	GSTO1 inh
COc1ccc(-c2nn(-c3ccccc3)cc2C(=O)NC2CCC(C)CC2)cc1 (configuration not stated)	6	-1	1	-2	0	8	0	6	4
COC(=O)CSc1ccc(S(=O)(=O)N2CCCCCC2)cc1[N+](=O)[O-]	-7	-5	-3	-1	-4	-1	1	-4	16
C/C(=N\N=C(/N)c1nonc1N)c1ccc2c(c1)OCO2	-10	4	-2	1	-7	-8	8	-46	-13
CCC1CCC(NC2CCCCNC2=O)CC1 (configuration not stated)	16	-2	1	1	-1	1	2	5	9
COc1ccc(NC(=O)c2ccc(-n3cccn3)nc2)cc1	19	0	1	-1	-2	3	3	2	2
Cc1cc(SCC(=O)NC(=O)c2cccn2C)nc2ccccc12	-5	-1	-4	-2	-11	-5	9	1	-1
CN1CCN(C(=O)/C(=C/c2ccccc2)c2ccccc2)CC1	-1	0	0	4	-1	3	7	-4	-1
O=C(Nc1cccc(S(=O)(=O)N2CCCCCC2)c1)c1ccc2c(c1)OCO2	2	0	-13	-23	-9	-5	18	7	-8
C/C(=N\O)C(=O)NCc1ccncc1	-7	2	3	-2	5	4	3	-1	0
O=C(Nc1cccnc1)c1cccc(S(=O)(=O)N2CCCC2)c1	22	1	1	-1	7	10	5	6	8
CN(c1ccccc1)S(=O)(=O)c1ccc(Cl)c(C(=O)NCC(c2ccco2)N2CCCC2)c1 (configuration not stated)	-6	-1	0	6	-2	.	3	11	.
COc1ccc(/C=C/C(=O)c2ccc(O)cc2)cc1CN1CCOCC1	-6	-2	-1	6	-4	7	5	10	7

(cont.)
Fields: ZTA counter, PAD4 inh, LYPLA1 counter, PAFAH2 inh, LYPLA2 inh, EBNA-1 inh, PAFAH1B3 FP inh, PREPL inh, GSTO1 inh
CCC(=O)Nc1ccc(S(=O)(=O)Nc2ccc(Cl)nn2)cc1
    -5, 1, -5, 1, -7, 3, 6, 2, 1
COc1ccc(N(C(=O)c2cc3ccccc3oc2=O)C2C=CS(=O)(=O)C2)c(OC)c1 (configuration not stated)
    2, -2, -1, -5, -1, 5, 5, 3, 6
CC1CCCCN1CC(=O)NC(=O)NCc1ccccc1 (configuration not stated)
    -1, 2, 2, -9, -2, 0, 2, -5, 0
Cc1ccc(Sc2ccc(/C=N/O)cc2[N+](=O)[O-])cc1
    0, 0, -8, -15, -6, 11, 0, 2, 5
CS(=O)(=O)N(CC(=O)Nc1ccccc1C(=O)NCc1ccco1)c1ccccc1F
    8, 0, -2, 2, -6, -3, 2, 0, 4
CN1CCC(=NNC(=O)CN(c2cccc([N+](=O)[O-])c2)S(=O)(=O)c2ccccc2)CC1
    2, 0, 0, 7, 0, -1, 6, -24, -1
CC(=O)C1=C(C)N(CC2CC2)C(=O)N[C@H]1c1ccccc1
    3, 4, -2, -2, -6, -6, 12, -2, 9
CC(C)(C)C(=O)N1CCN(c2ccc([N+](=O)[O-])c(NCc3cccnc3)c2)CC1
    -1, -4, -2, 5, -2, -2, 15, 13, -3
Cc1ccc(C)c(CN2C(=O)C3CCCN3c3ccc(S(=O)(=O)N4CCOCC4)cc32)c1 (configuration not stated)
    3, -12, -13, ., -21, -19, ., -22, -15
CCSc1nc2c(c(=O)[nH]c(=O)n2C)n1C
    -19, -3, 3, -4, 2, -4, 0, 6, 0
Cc1onc(-c2ccccc2)c1C(=O)NCc1cccs1
    -8, -4, -2, 5, -6, -3, 1, 7, 4
Cc1ccc(S(=O)(=O)Nc2ccc(C(=O)N3CCCC3)cc2)c(C)c1NS(C)(=O)=O
    -20, 6, 1, -16, -5, 2, 3, 4, 6

At a glance, part of the list above:
Fields: ZTA counter, PAD4 inh, LYPLA1 counter, PAFAH2 inh, LYPLA2 inh, EBNA-1 inh, PAFAH1B3 FP inh, PREPL inh, GSTO1 inh
Cc1onc(-c2ccccc2)c1C(=O)NCc1cccs1
    -8, -4, -2, 5, -6, -3, 1, 7, 4
Cc1ccc(S(=O)(=O)Nc2ccc(C(=O)N3CCCC3)cc2)c(C)c1NS(C)(=O)=O
    -20, 6, 1, -16, -5, 2, 3, 4, 6

Ordered by SMILES length (falling): four of the compounds above.
Fields: ZTA counter, PAD4 inh, LYPLA1 counter, PAFAH2 inh, LYPLA2 inh, EBNA-1 inh, PAFAH1B3 FP inh, PREPL inh, GSTO1 inh
CC(C)(C)C(=O)N1CCN(c2ccc([N+](=O)[O-])c(NCc3cccnc3)c2)CC1
    -1, -4, -2, 5, -2, -2, 15, 13, -3
Cc1ccc(Sc2ccc(/C=N/O)cc2[N+](=O)[O-])cc1
    0, 0, -8, -15, -6, 11, 0, 2, 5
Cc1onc(-c2ccccc2)c1C(=O)NCc1cccs1
    -8, -4, -2, 5, -6, -3, 1, 7, 4
CC1CCCCN1CC(=O)NC(=O)NCc1ccccc1 (configuration not stated)
    -1, 2, 2, -9, -2, 0, 2, -5, 0

High-throughput results (PubChem BioAssay)
